GLS inhibitor: inhibitors of human glutaminase (GLS); O94925; GLS enzymatic activity, qHTS titration; Potency, µM (top dose mostly 45.5 µM), without a hit: at the highest dose activity change, negative = inhibition, usual class: inhibitors; actives 0.21% (n = 410,000); AID 624170; also: % is scaled to controls: 0 for no effect and ±100 for the full control effect
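Two-point fluorescence kinetic (t0, 30 min RT) for hKGA; glutamate detected via glutamate oxidase–HRP–Amplex Red. Substrate: 1 mM L-glutamine solution; buffer 45 mM KH2PO4, pH 8.2.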
BAZ2B block: blocks human BAZ2B; AlphaScreen BAZ2B-H3K14Ac peptide displacement; Potency, µM (top dose mostly 114 µM), inactives show at the highest dose activity change, negative = inhibition, most hits filed as inhibitors; actives 4.4% (n = 360,000); AID 504333; also: % is scaled to controls: 0 for no effect and ±100 for the full control effect; nearly all actives have a fitted effect of over 60% in size
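BAZ2B (50 nM) with biotin-H3(5-23)K14Ac peptide (50 nM) in PBS pH 7.4, 0.01% Tween-20, preformed 30 min, then compound 30 min at room temperature; top concentration 110uM. AlphaScreen streptavidin donor/nickel chelate acceptor beads (10 ug/mL final), 20 min dark, signal read.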
G9a inh: blocks human histone lysine methyltransferase G9a. G9a H3K9 monomethylation, AlphaScreen, 2 h. Potency, µM (titrated, usually from 102 µM), inactives show at the top dose activity, negative = inhibition, hits mostly inhibitors. actives 8.8% (n = 350,000). AID 504332; also: % is scaled to controls: 0 for no effect and ±100 for the full control effect; nearly all actives have a fitted effect of over 75% in size
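Methyltransferase reactions run at room temperature for 2 h (20 nM enzyme, 500 nM biotin-H3K9 peptide, 20 uM SAM) after a 15 min compound preincubation; product detected by AlphaScreen beads and anti-H3K9me1 antibody.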
Pol iota inh: DNA polymerase iota (human) inhibition | Q9UNA4 | Pol iota fluorescent replication assay, 10 min | Potency, µM (doses to about 115 µM), for the others: at the highest dose activity, negative = inhibition, usual class: inhibitors | actives 1% (n = 390,000) | AID 588590
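Pol iota at 10 nM preincubated 15 min with compounds at room temperature; reaction started with fluorescent substrate, 50 nM final. Fluorescence read kinetically at 0 and 10 min; buffer-only wells as negative control.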
PGK inhibitor: blocks T. brucei phosphoglycerate kinase; AID 602233; Potency, µM (highest dose often 57.5 µM), inactives show top-dose activity change, negative = inhibition, most hits filed as inhibitors; actives 0.043% (n = 380,000); P07378; PGK/GAPDH coupled, Kinase-Glo luminescence, 60 min; also: % is scaled to controls: 0 for no effect and ±100 for the full control effect; nearly all actives have a fitted effect of over 60% in size
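Luminescent ATP detection (Kinase-Glo Plus) follows a 60-minute room-temperature incubation, with wells lacking PGK as controls. Buffer: 100 mM TEA (pH 7.6), 5 mM MgCl2, 0.01% Tween-20. Coupling enzyme GAPDH (100 nM final) supplies unstable 1,3-BPG in-well.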
BLM helicase inh: blocks DNA unwinding by human BLM helicase; Potency, µM (series often up to 56.1 µM), without a hit: top-dose activity change, negative = inhibition, most hits filed as inhibitors; recombinant BLM DNA unwinding, fluorescence dequenching; actives 0.2% (n = 350,000);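 also: plate controls were vehicle for no effect and no enzyme for full effect; nearly all actives have a fitted effect of over 35% in size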
Target sequence (P54132 whole entry, looked up): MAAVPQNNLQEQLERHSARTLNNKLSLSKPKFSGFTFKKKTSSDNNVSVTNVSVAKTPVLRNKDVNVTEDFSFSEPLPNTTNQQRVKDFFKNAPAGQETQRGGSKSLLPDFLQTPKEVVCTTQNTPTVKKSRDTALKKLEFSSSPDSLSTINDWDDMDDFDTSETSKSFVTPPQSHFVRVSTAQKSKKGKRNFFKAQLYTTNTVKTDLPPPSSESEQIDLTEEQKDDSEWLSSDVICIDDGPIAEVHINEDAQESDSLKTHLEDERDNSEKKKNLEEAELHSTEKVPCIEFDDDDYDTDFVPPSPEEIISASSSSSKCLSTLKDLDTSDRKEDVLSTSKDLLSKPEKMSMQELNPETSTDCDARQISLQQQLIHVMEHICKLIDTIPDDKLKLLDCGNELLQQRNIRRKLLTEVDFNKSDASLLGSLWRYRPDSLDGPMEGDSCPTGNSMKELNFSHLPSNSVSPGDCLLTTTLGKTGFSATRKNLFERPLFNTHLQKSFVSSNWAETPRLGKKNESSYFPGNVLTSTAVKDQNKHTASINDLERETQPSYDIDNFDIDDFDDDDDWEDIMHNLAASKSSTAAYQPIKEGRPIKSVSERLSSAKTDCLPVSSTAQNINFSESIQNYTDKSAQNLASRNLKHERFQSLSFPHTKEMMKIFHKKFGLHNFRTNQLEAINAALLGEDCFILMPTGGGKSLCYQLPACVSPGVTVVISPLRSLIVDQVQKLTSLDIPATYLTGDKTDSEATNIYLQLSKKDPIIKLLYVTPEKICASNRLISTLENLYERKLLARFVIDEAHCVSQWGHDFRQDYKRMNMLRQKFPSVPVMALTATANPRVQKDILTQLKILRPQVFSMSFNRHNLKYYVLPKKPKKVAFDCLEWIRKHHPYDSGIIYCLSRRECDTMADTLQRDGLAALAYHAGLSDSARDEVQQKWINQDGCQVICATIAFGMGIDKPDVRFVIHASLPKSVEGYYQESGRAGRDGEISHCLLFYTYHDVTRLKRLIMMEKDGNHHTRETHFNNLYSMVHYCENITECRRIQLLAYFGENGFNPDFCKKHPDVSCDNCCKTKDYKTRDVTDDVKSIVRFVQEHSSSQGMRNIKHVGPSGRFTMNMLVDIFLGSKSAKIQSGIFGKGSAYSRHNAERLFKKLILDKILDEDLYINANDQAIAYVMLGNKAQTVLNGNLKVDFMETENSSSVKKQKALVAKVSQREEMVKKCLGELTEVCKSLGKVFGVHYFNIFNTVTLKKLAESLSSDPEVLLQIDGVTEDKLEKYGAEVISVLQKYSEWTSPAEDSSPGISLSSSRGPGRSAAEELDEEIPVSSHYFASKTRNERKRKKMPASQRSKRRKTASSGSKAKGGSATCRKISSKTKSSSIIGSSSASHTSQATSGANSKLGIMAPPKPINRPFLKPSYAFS
Pin1 inhibitor: blocks the human prolyl isomerase Pin1 | Q13526 | Pin1 FP peptide displacement, HiFluor488, 10 min | Potency, µM (titrated, usually from 115 µM), for the others: at the highest dose activity, negative = inhibition, most hits filed as inhibitors | actives 0.009% (n = 390,000) | AID 504891; active = well fitted inhibition curve with a large enough effect in the polarisation, with a control signal flat, not every such curve was filed as active; inconclusive = small, poorly fitted or top-dose-only effect, or effect the other way, or a change in a side signal; inactive = no such curve, though single readings can be large or run the other way; the % refers to the polarisation; also: % is scaled to controls: 0 for no effect and ±100 for the full control effect
HP1b chromo inh: inhibitors of HP1-beta chromodomain binding to methylated histone tails; P83916; AlphaScreen HP1-beta / biotin-H3K9me3 peptide binding; Potency, µM (series often up to 114 µM), for inactives: at the highest dose activity change, negative = inhibition, hits mostly inhibitors; actives 0.56% (n = 390,000); AID 540317; also: nearly all actives have a fitted effect of over 70% in size; inactives centre near 23
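AlphaScreen: HP1-beta (50 nM) preformed 30 min with biotin-H3(1-18)K9me3 peptide (50 nM) in PBS pH 7.4, 0.01% Tween-20. Compound added for 30 min at RT, then streptavidin donor/nickel chelate acceptor beads (10 ug/mL) for 30 min.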
JMJD2A Tudor: JMJD2A Tudor domain (human) inhibition | O75164 | AlphaScreen JMJD2A-Tudor / H3K4me3 peptide binding | Potency, µM (series often up to 114 µM), inactives show top-dose activity change, negative = inhibition, actives largely listed as inhibitors | actives 4.4% (n = 390,000); also: % is scaled to controls: 0 for no effect and ±100 for the full control effect; nearly all actives have a fitted effect of over 50% in size
* = called active by the depositor; i = inactive; ? = inconclusive; · = not tested or not shown; & = joins results of further samples; ! = a repeat was not active; [ ] = another dose, or the depositor's remark. Unless noted, calls follow the shape of the dose curve; as a rule, active = well fitted curve in the direction sought with a large enough effect; inconclusive = small, poorly fitted or top-dose-only effect, or another doubt; inactive = no such curve, though single readings can be large; an effect the other way counts as inactive or inconclusive. Potency is read from the fitted curve at half-maximal effect. Only part of the results is shown, so the mix of outcomes need not match the whole.

SMILES | GLS inhibitor | BAZ2B block | G9a inh | Pol iota inh | PGK inhibitor | BLM helicase inh | Pin1 inhibitor | HP1b chromo inh | JMJD2A Tudor
Cc1ccc(O)c(NC(=O)CN(C)S(=O)(=O)c2ccc(Cl)cc2)c1 | 24% | -2% | -33% | -13% | 4% | -2% | 22% | 33% | -7%
COc1cc(OC)c2c(-c3ccccc3)cc(=O)oc2c1C(CC(=O)N1CCCC1)c1ccc2c(c1)OCO2 (configuration not stated) | -11% | ? | -4%[59 µM] | 79µM* | -5% | -17%&-13% | 20%&28% | -17%&-10% | ?
Cc1ccc(C)c(N2CCN(C(=O)Cn3nc(Cc4cccnc4)c4ccccc4c3=O)CC2)c1 | -8% | ? | -29%[59 µM] | -1% | -5% | -6% | -6% | 5% | ?
Cc1ccc(CNC(=O)C2CCCN(S(=O)(=O)c3ccc4c(c3)oc(=O)n4C)C2)cc1 (configuration not stated) | -5% | -3% | 16%[59 µM] | 25% | i | -4% | -4% | 61%[activator] | -6%
COc1ccccc1Nc1ncnc2sccc12 | 2% | 2% | 0%[2.33 µM] | 3% | -5% | -1% | 0% | 31% | -7%
Cc1ccc2c(c1)-c1c(ssc1=S)C(C)(C)N2C(=O)CN1C(=O)c2ccccc2C1=O | 4% | ? | ? | 35%[activator] | 1% | -5% | 5% | -45% | ?
CCN(CC)CCc1nc(-c2ccccc2)no1 | 2% | -4% | 13µM*! | 6% | 3% | -7%[21.4 µM] | ? | 13% | 40µM*
CCN(Cc1ccccc1)S(=O)(=O)c1cc(C(=O)OC)n(C)c1 | -2% | -4% | 23% | 13% | i | -3% | 9% | 75%[activator] | -1%
Cc1cc(NC(=O)CSc2nnc(C3COc4ccccc4O3)o2)no1 (configuration not stated) | 4% | 50µM* | ? | -6% | -3% | 3% | -12% | 8% | -11%
O=C(COc1ccccc1)NC1CCCc2ccccc21 (configuration not stated) | -9% | 1% | -34%[59 µM] | 181%[activator] | -4% | -5% | -1% | 59%[activator] | 8%
O=C1CC(C(=O)N2CCN(c3ccccc3)CC2)CN1Cc1ccccc1 (configuration not stated) | 8% | · | · | 6% | -7% | · | -9% | 38% | -8%
CCc1ccc(C2CC(=O)N(c3cccc(C(F)(F)F)c3)C3=C2C(=O)OC3)cc1 (configuration not stated) | 1% | -17% | 3%[59 µM] | 16% | 0% | 2% | 4% | 18% | -13%
Cc1c(CCC(=O)NCCc2ccccc2F)c(=O)oc2cc(O)ccc12 | 43%[activator] | -5% | -5%[59 µM] | 20% | 4% | 2% | -1% | 13% | -15%
Cc1cnc(C(=O)OCC(=O)Nc2ccccc2-c2ccccc2)cn1 | -3% | 26% | -2%[12.7 µM] | -5% | i | · | 4% | 29% | -12%
Cc1ccc(S(=O)(=O)N2CCN3CCCC3C2)cc1 (configuration not stated) | 19% | 0% | -4% | 13% | 0% | 0% | -12% | 20% | -11%
O=C(NCCSCc1c(F)cccc1Cl)c1ccc(CN2CCOCC2)cc1 | 9% | -3% | 27%[59 µM] | 11% | -2% | 0% | 2% | 11% | -23%
Cc1ccc(N2CC(C)Cn3c2nc2c3c(=O)n(Cc3cccc(Cl)c3)c(=O)n2C)cc1 (configuration not stated) | 1% | 4% | -41%[59 µM] | 2% | 1% | -1% | -7% | 48%[activator] | 10%
CCc1ccc(OCc2nnc(SCC(=O)Nc3cccc(C(=O)N4CCOCC4)c3)o2)cc1 | 1% | -5% | 19% | -10% | i | 3% | -4% | 24% | -23%
Cc1ccc2nc(SCC(=O)NCCCN3CCCC3=O)[nH]c2c1 | 0% | 5% | 12%[12.7 µM] | 42%[activator] | -7% | · | -5% | 51%[activator] | 3%
Cc1ccccc1NC(=S)/C(=C(\[O-])c1cc(C)n(Cc2ccccc2Cl)c1C)[n+]1ccccc1 | 1% | 40µM* | 50µM* | 92%[activator] | 8% | -4% | 2% | ? | 35µM*
Cc1sc2ncnc(NCC3COc4ccccc4O3)c2c1C (configuration not stated) | -3% | -2% | 38%[59 µM] | -4% | -4% | 0% | 6% | 40%[activator] | -5%
c1ccc(CSc2nnc(-c3ccco3)n2Cc2ccco2)cc1 | -2% | ? | 50µM* | 16% | -8% | -4% | -3% | -1% | -32%
O=C(Nc1ccc(NC(=O)c2cc3ccccc3o2)cc1)c1ccccc1 | -1% | 1% | -22%[59 µM] | 27% | -9% | -2% | 18% | 22% | -11%
COc1cc(C(=O)NCc2ccc3c(c2)CCN3C(=O)c2ccncc2)cc(OC)c1OC | 4% | -2% | 1%[59 µM] | 6% | 1% | 2% | ? | 6% | -8%
Cc1sc(NC(=O)/C=C/c2ccco2)c(C(=O)OC(C)C)c1C | -2% | -10% | ? | 149%[activator] | -8% | -8% | 42%[activator] | 39% | 9%
COc1cccc(NC(=S)NC2CC3CCCC(C2)N3C2CCCC2)c1 (configuration not stated) | 1% | -24% | ? | -19% | -4% | -9% | -3% | 36% | -16%
Cc1cc(C)nc(SCc2nnc(SCC(=O)Nc3nc(-c4ccccc4)cs3)n2-c2ccccc2)n1 | 12% | 1% | ? | 8% | -4% | -6% | 8% | -2% | 79µM*
CCOc1nc(NCCN2CCOCC2)nc(NC(C)C)n1 | 26% | -2% | -5%[59 µM] | -15% | -7% | -14% | -1% | 12% | 4%
Cc1cccc(C)c1N1CC(c2nc3ccccc3n2CC(=O)OC(C)C)CC1=O (configuration not stated) | -9% | 3% | -43%[59 µM] | 29% | -4% | 1% | -2% | 38% | 0%
O=C(COc1cccc(F)c1)NNC(=O)Cc1ccc(Br)cc1 | 2% | -11% | 3%[2.33 µM] | ? | -2% | · | 8% | 39%[activator] | -15%
O=C(NC1CCCCCC1)C1CCN(c2nc3ccccc3o2)CC1 | -2% | -8% | -8% | 27% | -5% | -2% | 4% | 21% | -19%
Cc1cc(Cl)ccc1NNC(=O)c1c(C)noc1C | ? | -16% | 2.8µM* | 197%[activator] | 4% | -4% | -1% | -7% | 79µM*
CN(C)CCNC(=O)CN1C(=O)COc2ccc(C(C)(C)C)cc21 | 9% | -4% | 8% | -19% | -1% | 1% | 5% | 16% | -16%
O=C(C1=C(O)C(=O)N(CC2CCCO2)C1c1ccccc1[N+](=O)[O-])c1ccco1 (configuration not stated) | -1% | -3% | 35µM* | 60%[activator] | 1% | -8% | -7% | 3% | -14%
CSc1cccc(NC(=O)/C=C/c2ccc(Cl)cc2)c1 | 0% | 2% | 30%[0.501 µM] | 12% | 2% | -13% | 2% | 45% | -12%
Cc1oc(/C=N/NC(=O)CC2(C)OCCO2)cc1Br | 0% | -11% | -7%[59 µM] | 65%[activator] | -1% | 7% | -10% | 22% | -1%
Cc1cc(C)nc(NC(=O)c2cc(-c3ccc4c(c3)OCO4)nc3ccccc23)c1 | 1% | -5% | -3% | ? | -5% | -8% | 28% | 66%[activator] | 5%
Cn1cc(Br)c(C(=O)N2CCc3ccccc32)n1 | -5% | 4% | 13%[59 µM] | 27% | -7% | 3% | -5% | 34% | 0%
O=c1c2cnn(-c3ccccc3)c2ncn1CCc1ccccc1 | -3% | 2% | -15% | 22% | 4% | -11% | 5% | 39% | -2%
COc1cccc(NC(=S)N(CCc2c(C)[nH]c3ccc(C)cc23)Cc2cccs2)c1 | 3% | 0% | -29% | -13% | -6% | -15% | 6% | 9% | ?

Structures shown so far that have an aryl thioether with sulfur outside any ring:
SMILES | GLS inhibitor | BAZ2B block | G9a inh | Pol iota inh | PGK inhibitor | BLM helicase inh | Pin1 inhibitor | HP1b chromo inh | JMJD2A Tudor
Cc1cc(NC(=O)CSc2nnc(C3COc4ccccc4O3)o2)no1 (configuration not stated) | 4% | 50µM* | ? | -6% | -3% | 3% | -12% | 8% | -11%
CCc1ccc(OCc2nnc(SCC(=O)Nc3cccc(C(=O)N4CCOCC4)c3)o2)cc1 | 1% | -5% | 19% | -10% | i | 3% | -4% | 24% | -23%
Cc1ccc2nc(SCC(=O)NCCCN3CCCC3=O)[nH]c2c1 | 0% | 5% | 12%[12.7 µM] | 42%[activator] | -7% | · | -5% | 51%[activator] | 3%
c1ccc(CSc2nnc(-c3ccco3)n2Cc2ccco2)cc1 | -2% | ? | 50µM* | 16% | -8% | -4% | -3% | -1% | -32%
Cc1cc(C)nc(SCc2nnc(SCC(=O)Nc3nc(-c4ccccc4)cs3)n2-c2ccccc2)n1 | 12% | 1% | ? | 8% | -4% | -6% | 8% | -2% | 79µM*
CSc1cccc(NC(=O)/C=C/c2ccc(Cl)cc2)c1 | 0% | 2% | 30%[0.501 µM] | 12% | 2% | -13% | 2% | 45% | -12%

Assay outcomes as filed in PubChem BioAssay.
